Assay outcomes deposited in PubChem BioAssay by National Center for Advancing Translational Sciences (NCATS).
GAA glycogen = qHTS Assay for Inhibitors and Activators of Human alpha-Glucosidase Cleavage of Glycogen. recombinant GAA, glycogen substrate, Amplex Red glucose oxidase fluorescence. Potency, µM (series often up to 76.4 µM), for inactives: top-dose activity change, negative = inhibition, hits mostly inhibitors. 300,000 tested, 0.38% active. AID 2100, 2009; active = well fitted inhibition curve with a large enough effect; inconclusive = small, poorly fitted or top-dose-only effect, or another doubt; inactive = no such curve, though single readings can be large or run the other way;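 note: 0% = full enzyme reaction and -100% = no-enzyme basal signal; the screen sought inhibitors and activators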
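Recombinant human enzyme (4 nM); glycogen substrate; 37 C, 40 min, pH 5.0. Readout: coupled glucose oxidase/Amplex Red fluorescence.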
* = called active by the depositor; ? = inconclusive; [ ] = remark or other dose. Potency is the fitted concentration of half-maximal effect. A portion of the library (hit frequency here may not be typical).

SMILES	GAA glycogen
CCOC(=O)[C@@H]1[C@H]2COc3ccccc3[C@@H]2N2C(=O)N(c3ccc(F)cc3)C(=O)[C@@]12C	-1%[76.3 µM]
CC[n+]1cc(C)ccc1/C=C/c1ccc(N(C)C)cc1	22%
COC(=O)c1ccc(C2/C(=C(\O)c3ccc4c(c3)OCCO4)C(=O)C(=O)N2c2nnc(C)s2)cc1 (centres undefined)	4%[76.3 µM]
O=C(NCCCCc1ccccc1)Nc1cccc(F)c1	-9%[76.3 µM]
COC(CNC(=O)CCc1c(C)nc2c(c(C)nn2-c2ccc(C)cc2)c1C)OC	-2%
CC1=NNC(=O)C1Cc1ccccc1C (centres undefined)	?
Cc1ccc(S(=O)(=O)NCC(=O)NCc2cc(=O)n(C)c(=O)n2C)cc1C	-5%[76.3 µM]
Cn1c2c(c3cc([N+](=O)[O-])ccc31)CCCC2	0%[76.3 µM]
O=c1[nH]c2ccc(NCc3ccc(F)cc3)cc2[nH]1	4%[76.3 µM]
CCOC(=O)Cn1c(CN2CCN(C(=O)c3ccco3)CC2)nc2c1c(=O)n(C)c(=O)n2C	0%[76.3 µM]
O=C(NCc1ccncc1)C(=O)NCC1OCCCN1S(=O)(=O)c1cc(F)ccc1F (centres undefined)	1%[76.3 µM]
Cc1cc(OC(C)C(=O)Nc2ccc(S(=O)(=O)Nc3onc(C)c3C)cc2)cc(C)c1Cl (centres undefined)	-3%[76.3 µM]
CCc1ccc(NC(=O)C/C(C)=N/NC(=O)COc2ccccc2C)cc1	0%
CN(C)Cc1c(O)ccc2c(=O)c(-c3ccccc3Cl)coc12	1%[76.3 µM]
Cc1cccc2c(C(=O)N3CCN(c4ccccn4)CC3)cc(-c3cccc(Br)c3)nc12	-4%[76.3 µM]
COc1cc(CCC(C)NCc2ccccc2)ccc1O (centres undefined)	?
COc1cccc(/C=N/NC(=O)c2cccc3ccccc23)c1	3%[76.3 µM]
O=C(NN=C1CCCC1)c1cc(Br)ccc1O	?
CN1CCN(c2oc(-c3ccccc3F)nc2S(=O)(=O)c2ccc(Cl)cc2)CC1	-7%[76.3 µM]
O=[N+]([O-])c1ccc(S(=O)(=O)Nc2nc(-c3ccccc3)cs2)cc1	-3%[76.3 µM]
COCc1cc(C)nc(SCc2ccccc2Cl)c1C#N	-1%
CC1CN(C(=O)CCC(=O)NCc2ccccc2)c2ccccc2S1 (centres undefined)	2%[76.3 µM]
O=C(CN1C(=O)/C(=C/c2ccccc2F)Sc2ccccc21)NCC1CCCO1 (centres undefined)	-2%[76.3 µM]
Cc1ccc(/C=C2\SC(=S)N(CCC(=O)NNC(=O)c3cccc(O)c3)C2=O)cc1	-1%[76.3 µM]
COCCNC(=O)CN(C(=O)CCC(=O)Nc1ccccn1)c1ccc(C)cc1C	-2%[76.3 µM]
SMILES	GAA glycogen
Cc1ccc(N2C(=O)c3ccccc3NC2(C(=O)O)c2ccccc2)cc1Cl (centres undefined)	10%
CCc1ccccc1N1CC(C(=O)Nc2cc(C)on2)CC1=O (centres undefined)	2%
COc1cc(/C=C2\C(=N)N3N=C(S(C)(=O)=O)SC3=NC2=O)cc(OC)c1OCCOc1ccccc1C	4%
O=C(CNC(=O)c1ccccc1)NCC(O)c1ccc([N+](=O)[O-])cc1 (centres undefined)	-3%[76.3 µM]
CCOC(=O)N1CCN(CC(O)COc2ccc(-c3ccccc3)cc2)CC1 (centres undefined)	-6%[76.3 µM]
O=C(CSc1nc(C2CC2)nc2ccccc12)Nc1cccc(O)c1	-6%
CN(CCOc1ccccc1)C(=S)Nc1ccc(OC(F)F)cc1	4%
CC1=Nc2cc(C(=O)N3CCCC3)ccc2Sc2ccc(C)cc21	3%[76.3 µM]
CC1(C)Oc2ccc3ccc(=O)oc3c2C(/C=N/O)=C1Cl	16%[76.3 µM]
COc1ccc(CNC(=O)[C@H](C)NC(=O)C2CC(=O)N(c3ccc(OC)cc3)C2)cc1 (some centres undefined)	-1%[76.3 µM]
Cc1ccc2c(c1)N(C(=O)CCC(=O)NCCN1CCOCC1)CC(C)O2 (centres undefined)	-3%[76.3 µM]
CCOC(=O)Cc1csc(NC(=O)COc2ccc3c(c2)CCC3)n1	1%[76.3 µM]
CNc1c(NS(=O)(=O)c2ccc3c(c2)CCCC3)c(=O)oc2ccccc12	-4%
O=C(Nc1ccccc1Cl)c1sccc1-c1ccccc1	2%
CCc1ccc(N(C(=O)CNC(=O)c2ccco2)C(C(=O)NC2CCCC2)c2ccncc2)cc1 (centres undefined)	-1%[76.3 µM]
COC(=O)c1ccc(N2CCOCC2)c(NC(=O)c2cccs2)c1	0%[76.3 µM]
N=C1/C(=C\c2ccc(OC(=O)c3ccccc3Cl)cc2)C(=O)N=C2SC(N3CCOCC3)=NN12	-8%[76.3 µM]
N#Cc1c(N2CCSCC2)nsc1-c1ccccc1Cl	-5%
CCOc1ccccc1NC(=S)N1CCN(c2ccccc2F)CC1	-20%[76.3 µM]
COCCNC(=O)c1cccc(OC2CCN(Cc3ccccc3OCCO)CC2)c1	-1%[76.3 µM]
CSc1ccc(CN(C)C(=O)CNC(=O)c2sc3ccccc3c2Cl)cc1	-11%[76.3 µM]
COc1ccc(N2CCN(CC(O)COc3ccc(F)cc3)CC2)cc1 (centres undefined)	-2%
CCCn1c(=N)c(S(=O)(=O)c2ccc(F)cc2)cc2c(=O)n3cccc(C)c3nc21	1%[76.3 µM]
CCOc1ccccc1NC(=O)c1sc2nc(C)nc(N3CCOCC3)c2c1C	2%[76.3 µM]
O=C(Nc1ccc2ccccc2n1)c1ccccc1Cl	2%

Gathered by group, the compounds so far with a furan ring, fused or not.
SMILES	GAA glycogen
CCOC(=O)Cn1c(CN2CCN(C(=O)c3ccco3)CC2)nc2c1c(=O)n(C)c(=O)n2C	0%[76.3 µM]
CCc1ccc(N(C(=O)CNC(=O)c2ccco2)C(C(=O)NC2CCCC2)c2ccncc2)cc1 (centres undefined)	-1%[76.3 µM]

Part of the list above, set out differently:
GAA glycogen | molecule
-1%[76.3 µM] | CCc1ccc(N(C(=O)CNC(=O)c2ccco2)C(C(=O)NC2CCCC2)c2ccncc2)cc1 (centres undefined)
0%[76.3 µM] | COC(=O)c1ccc(N2CCOCC2)c(NC(=O)c2cccs2)c1
-8%[76.3 µM] | N=C1/C(=C\c2ccc(OC(=O)c3ccccc3Cl)cc2)C(=O)N=C2SC(N3CCOCC3)=NN12
-5% | N#Cc1c(N2CCSCC2)nsc1-c1ccccc1Cl

Carrying on:
SMILES	GAA glycogen
O=C(NC1CCOc2ccccc21)c1ccc(=O)[nH]c1 (centres undefined)	9%
O=C(O)c1cc(NC(=O)c2ccc(Br)cc2)cc(NC(=O)c2ccc(Br)cc2)c1	2%[76.3 µM]
Cc1nn(C)cc1S(=O)(=O)Nc1ccccc1Br	-4%[76.3 µM]
Cc1cccc(NC(=O)NC2(C(=O)NCc3ccco3)CCCCC2)c1	5%
O=C(NCc1ccccc1)c1ccc(NC(=O)c2ccco2)cc1	2%[76.3 µM]
Cc1cc(OCCn2cncn2)ccc1[N+](=O)[O-]	0%[76.3 µM]
COc1cc2c(cc1OC)C1O[C@](c3ccsc3)(C2)OC2=C1C(=O)OC1(CCCCC1)C2	10%[15.3 µM]
CC(C)CNC(=O)CSc1n[nH]c(=O)n1CCc1ccccc1	1%
Cc1cccc(N/C(=N/S(=O)(=O)c2ccccc2)c2ccccc2)n1	-4%[76.3 µM]
COc1cc(/C=C2/C(=O)N(c3ccc(C)c(C)c3)N=C2C)cc([N+](=O)[O-])c1O	-4%[76.3 µM]
CCN1CCN(c2ccc(S(=O)(=O)N3CCCCC3)cc2NC(=O)/C=C/c2cc(OC)ccc2OC)CC1	4%[76.3 µM]
CCN(CC)Cc1c(C(=O)N/N=C/c2cccc(OCc3ccc(F)cc3)c2)nnn1-c1nonc1N	-4%[76.3 µM]
COc1ccc(S(=O)(=O)Nc2noc3ccccc23)cc1OC	2%
Cc1ccccc1NC(=O)c1ccccc1NC(=O)c1cccs1	0%
CC(=O)c1ccc(N(C(=O)CNC(=O)c2ccco2)C(C(=O)NC2CCCC2)c2cccnc2)cc1 (centres undefined)	0%
CC(Oc1ccc2c(c1)oc(=O)c1ccccc12)C(=O)NCCCN1CCOCC1 (centres undefined)	-12%[76.3 µM]
COC(=O)C(Cc1ccccc1)OS(N)(=O)=O (centres undefined)	14%[76.3 µM]
CCCn1nnnc1SCC(=O)N1C(C)CCCC1C (centres undefined)	-1%
CC(=O)Nc1cccc(OCC(=O)NC(C)c2ccc3ccccc3c2)c1 (centres undefined)	-1%
Cc1onc(NC(=O)NC(=O)c2c(F)cccc2Cl)c1Br	0%[76.3 µM]
COc1ccc(C(O)(CCN2CCCCC2)C2CCCCC2)cc1 (centres undefined)	7%
COc1ccccc1NC(=O)CSc1nnc(CNC(=O)c2ccccc2F)o1	-5%[76.3 µM]
O=C(Nc1ccc(S(=O)(=O)N2CCCCC2)cc1)c1ccc(F)cc1	-9%
COc1ccc(Cl)cc1S(=O)(=O)N1CCC(C(=O)NC2CC2)CC1	-2%[76.3 µM]
Cc1cccc(Nc2nc(-c3ccc(F)c(C)c3)cs2)n1	7%
SMILES	GAA glycogen
CCC(=O)NNC(=O)CSc1nnc(-c2ccccc2)c(-c2ccccc2)n1	-4%[76.3 µM]
Cc1ccc(C(=O)N/C(=C\c2sccc2C)C(=O)NCCCN2CCOCC2)cc1	-3%
Cc1ccc(Cl)cc1N1CCN(S(=O)(=O)c2ccc3[nH]c(=O)ccc3c2)CC1	0%[76.3 µM]
Cc1cccc(C(=O)NCCCNC(=O)c2cccc(C)c2)c1	-8%
Cc1ccccc1NC(=S)NC(=O)/C=C/c1ccco1	11%[76.3 µM]
Cc1ccc(OCC(=O)NCCNC(=O)c2ccncc2)cc1	-4%
O=C(CNC(=O)c1ccccc1F)NCc1cccnc1	4%
O=C(Cn1nc(C(=O)O)c2ccccc2c1=O)Nc1ccc(F)cc1F	-1%
COc1ccc(-n2nc(C(=O)NCC(=O)NCCCN3CC(C)CC(C)C3)c3ccccc3c2=O)cc1OC (centres undefined)	-1%
O=C(NS(=O)(=O)c1ccccc1[N+](=O)[O-])c1ccccc1	-4%[76.3 µM]
Cc1ccc(S(=O)(=O)N(CC2CO2)c2cc(Cl)ccc2Cl)cc1 (centres undefined)	2%
CC(C)(COC(=O)Nc1ccccc1)COC(=O)Nc1ccccc1	-12%
CCn1cc(C(=O)NC2CCCCCC2)c(=O)c2ccc(C)nc21	14%[76.3 µM]
COc1ccc(NC(=O)c2coc(C)c2)cc1	-5%
CC(C)(C)c1cc(C(=O)N2CCc3ccccc3C2)ccn1	5%
CC(=O)Nc1sc(C)c(C)c1C(=O)OCCOc1ccccc1	1%
COC(=O)c1ccccc1NC(=O)C1CCN(C(=O)N2CCOc3ccccc32)CC1	-7%[76.3 µM]
N#Cc1cc(C#N)c(SCC(=O)NCC2CCCO2)nc1N (centres undefined)	2%
CCC(C)N(C(=O)Cn1c(Cl)nc2c1c(=O)n(C)c(=O)n2C)C1CCS(=O)(=O)C1 (centres undefined)	0%[76.3 µM]
CSc1ccccc1C(=O)NCC(c1ccco1)N(C)C (centres undefined)	13%
NC(=O)c1ccc(=O)n(Cc2ccc(F)c(F)c2)c1	5%
CCOC(=O)c1ccc(N(C(=O)c2ccco2)C(C(=O)NC2CCCC2)c2ccncc2)cc1 (centres undefined)	4%[76.3 µM]
Cc1ccc2nc3c(cc(C(=O)NCc4ccco4)c(=N)n3C3CCCC3)c(=O)n2c1	2%
O=C(Cc1ccc(Cl)cc1)Nc1ccc(S(=O)(=O)N2CCOCC2)cc1	-5%
CCC(C)[C@H](NC(=O)N1CC(=O)Nc2ccccc21)C(=O)N[C@@H](Cc1c[nH]c2ccccc12)C(=O)O (some centres undefined)	-10%[76.3 µM]

Ordered by count of non-hydrogen atoms (low to high): three of the compounds above
SMILES	GAA glycogen
CCC(C)N(C(=O)Cn1c(Cl)nc2c1c(=O)n(C)c(=O)n2C)C1CCS(=O)(=O)C1 (centres undefined)	0%[76.3 µM]
COC(=O)c1ccccc1NC(=O)C1CCN(C(=O)N2CCOc3ccccc32)CC1	-7%[76.3 µM]
CCOC(=O)c1ccc(N(C(=O)c2ccco2)C(C(=O)NC2CCCC2)c2ccncc2)cc1 (centres undefined)	4%[76.3 µM]

(cont.)
SMILES	GAA glycogen
CC[N+](C)(CC)CCC(c1ccccc1)C1CCCCC1 (centres undefined)	-2%[76.3 µM]
C/C(=N\NC(=O)c1ccccc1N)c1ccc(NC(=O)Cc2ccccc2)cc1	-2%[76.3 µM]
Cc1cc(S(=O)(=O)N2CCOCC2)ccc1OCC(=O)Nc1ccccc1C(F)(F)F	0%
CCc1ccccc1Nc1nc(-c2cccnc2)cs1	10%[76.3 µM]
CN(C(=O)CNC(=O)c1ccc(Br)o1)C1CCCCC1	-1%[76.3 µM]
COc1ccc(-c2c(C)oc3c(CN4CCCCC4C)c(O)ccc3c2=O)cc1 (centres undefined)	6%
COc1ccc(CNC(=O)c2cc(=O)c3ccc(C)c(C)c3o2)cc1	-3%
COCCn1c(SCC(=O)N2CCCC(C)C2)nnc1-c1ccco1 (centres undefined)	1%
N#C/C(=C\c1ccccc1Br)C(=O)NC1CC1	1%[76.3 µM]
Cn1cc(S(=O)(=O)Cc2ccc(F)cc2)c2ccccc21	0%[76.3 µM]
Cc1ccc(C(=O)Nc2ccc(S(=O)(=O)N3CCCC3)cc2)o1	-2%[76.3 µM]
COc1ccccc1CN1CCN(Cc2nc(-c3ccc(C)cc3)oc2C)CC1	-6%[76.3 µM]

Ordered by value in GAA glycogen (rising): three of the compounds above.
Structure | GAA glycogen
COc1ccc(N2CCN(CC(O)COc3ccc(F)cc3)CC2)cc1 (centres undefined) | -2%
Cc1ccc(S(=O)(=O)N(CC2CO2)c2cc(Cl)ccc2Cl)cc1 (centres undefined) | 2%
CC(C)(C)c1cc(C(=O)N2CCc3ccccc3C2)ccn1 | 5%
